S1P4 agonist: agonists of human S1P4 receptor; hit rate 0.35% among 220,000; S1P4-expressing cell line, agonist reporter assay; activation, % at 4.98 µM; O95977; AID 1509; in the data active = activation above about 11%;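 also: 0% = DMSO vehicle and 100% = reference agonist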
RBBP9 inh: inhibitors of human serine hydrolase RBBP9 | AID 1515 | O75884 | inhibition, % at 7.94 µM | recombinant RBBP9, FP-Rh probe fluorescence polarization | hit rate 0.2% among 220,000;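 active = inhibition above the campaign mean of all tested compounds plus 3 SD, cut at about 14% in these data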;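 also: plate controls were DMSO wells with RBBP9 for no effect and wells lacking RBBP9 protein for full effect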
Target sequence (O75884 whole entry, looked up): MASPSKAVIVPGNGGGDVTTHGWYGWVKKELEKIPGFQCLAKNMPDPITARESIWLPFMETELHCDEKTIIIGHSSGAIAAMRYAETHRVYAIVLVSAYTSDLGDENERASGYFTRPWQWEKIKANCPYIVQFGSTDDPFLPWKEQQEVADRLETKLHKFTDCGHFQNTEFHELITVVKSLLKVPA
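System: RBBP9 protein / Buffer or medium: Tris/NaCl buffer pH 8.0 with 0.1% Pluronic / Probe or stimulus: Serine-hydrolase probe FP-Rh, 375 nM pre-mixing / Dosing: 7.94 µM single dose, 0.794% DMSO / Times: enzyme-compound preincubation 30 min, then probe labeling 45 min, 25 °C / Technique: fluorescence polarization (mP), excitation 525 nm, emission 598 nm / Replication: singlicate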
BaF3 tox: counter-screen for JAK2V617F inhibitors: parental Ba/F3 viability inhibitors; CellTiter-Glo ATP luminescence; inhibition, % at 5.6 µM; hit rate 1.1% among 220,000;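 active = inhibition above a per-campaign cutoff, the mean inhibition of all tested compounds plus 3 SD, cut at about 27% in these data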;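 also: 0% = DMSO wells and 100% = JAK Inhibitor I control wells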
S1P4 antag: antagonists of human S1P4 receptor. O95977. S1P4-expressing cells, antagonist mode, reporter read-out. inhibition, % at 4.98 µM. hit rate 0.26% among 220,000. AID 1510; in the data active = inhibition above about 29%;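 also: 0% = wells stimulated with agonist and 100% = vehicle wells without agonist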
NPY1 pot ag: human NPY-Y1 potentiation or agonism, primary screen; hit rate 0.37% among 220,000; NPY-Y1 expressing cells, potentiator/agonist activation; AID 1304; P25929; activation, % at 3.6 µM; in the data active = activation above about 33%, passing the limit was not always enough;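 also: cells stimulated with NPY at EC10 then isoproterenol at EC100; 0% = low agonist plus stimulus and 100% = saturating agonist plus stimulus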
Target sequence (P25929 whole entry, looked up): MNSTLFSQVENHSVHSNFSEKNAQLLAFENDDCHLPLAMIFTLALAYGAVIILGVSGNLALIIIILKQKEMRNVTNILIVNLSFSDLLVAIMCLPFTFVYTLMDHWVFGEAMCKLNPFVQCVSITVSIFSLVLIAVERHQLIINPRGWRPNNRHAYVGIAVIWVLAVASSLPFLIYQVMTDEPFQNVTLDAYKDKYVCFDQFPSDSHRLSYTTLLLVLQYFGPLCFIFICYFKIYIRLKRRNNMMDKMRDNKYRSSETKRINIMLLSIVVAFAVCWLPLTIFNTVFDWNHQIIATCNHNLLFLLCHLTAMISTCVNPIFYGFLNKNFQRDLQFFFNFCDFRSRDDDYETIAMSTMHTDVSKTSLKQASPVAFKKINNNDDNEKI
NPY-Y2 PAM-ag: human NPY-Y2 potentiation or agonism, primary screen | P49146 | cells expressing NPY-Y2, potentiator/agonist read-out | activation, % at 3.6 µM | hit rate 0.45% among 220,000 | AID 1359; in the data active = activation above about 27%;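 also: cells stimulated with NPY near EC25 plus isoproterenol at EC100; 0% = vehicle plus submaximal agonist and 100% = vehicle plus saturating agonist; some results beyond the cut were filed as inactive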
Target sequence (P49146 whole entry, looked up): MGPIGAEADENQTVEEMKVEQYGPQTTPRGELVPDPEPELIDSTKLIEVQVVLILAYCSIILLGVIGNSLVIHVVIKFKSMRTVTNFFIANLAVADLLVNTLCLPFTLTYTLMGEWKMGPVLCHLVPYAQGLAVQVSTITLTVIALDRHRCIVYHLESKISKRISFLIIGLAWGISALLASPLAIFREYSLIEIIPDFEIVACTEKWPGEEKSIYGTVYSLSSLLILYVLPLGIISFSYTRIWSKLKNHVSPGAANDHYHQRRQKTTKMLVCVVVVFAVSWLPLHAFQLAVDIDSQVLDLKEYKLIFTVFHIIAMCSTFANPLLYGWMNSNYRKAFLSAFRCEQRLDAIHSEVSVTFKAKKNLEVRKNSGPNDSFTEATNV
Ba/F3 V617F tox: reduce viability of Ba/F3 cells dependent on JAK2V617F; inhibition, % at 5.6 µM; AID 1446; hit rate 1.1% among 220,000; Ba/F3 EpoR-JAK2V617F viability, ATP luminescence;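 active = inhibition above the campaign mean plus 3 SD over all tested compounds, cut at about 24% in these data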;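 also: cytokine-independent growth of Ba/F3 cells driven by EpoR plus mutant JAK2; 0% = DMSO-treated cells and 100% = JAK inhibitor I control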
Runt-CBFb FRET: inhibitors of human RUNX1 Runt domain binding to CBFb; Cerulean-Runt/Venus-CBFb FRET ratio 530/480, 1 h; hit rate 0.46% among 220,000; AID 1496; Q01196+Q13951; inhibition, % at 20 µM;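 active = inhibition over about 50% at 20 µM in the single-dose screen, limit read from the data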;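 also: 0% = DMSO wells and 100% = excess unlabeled CBFb competitor control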
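System: Cerulean-labeled Runt domain protein | Quantity: 100 nM of each labeled protein | Schedule: 1 h compound exposure, room temperature | Detection: Fluorescence energy transfer, 422 nm excitation, 530/480 nm emission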
NPY Y1 blocker: antagonists of human neuropeptide Y receptor Y1 | inhibition, % at 3.6 µM | HEK293-CNG Y1 cells, membrane potential fluorescence; NPY at EC95, then isoproterenol | hit rate 1% among 200,000 | AID 1040;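 active = inhibition above the campaign mean inhibition of all tested compounds plus 3 SD, cut at about 20% in these data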;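 also: 0% = DMSO wells given NPY plus isoproterenol and 100% = isoproterenol alone without NPY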
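Material: HEK293 Y1/CNG channel cell line; also added: NPY (25 nM), isoproterenol (1 µM), Ro 20-1724 (25 µM); doses: one concentration, 3.6 µM, in 0.4% DMSO; schedule: compound incubation 1 h at room temperature, readout 45 min post-stimulation; technique: membrane potential fluorescence; measure: fluorescence ratio normalized to % inhibition between controls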
Active calls of the source: *; . = no result given. This is a random part of the collection; 3.6% or so of the library scored in one or more.

SMILES	S1P4 agonist	RBBP9 inh	BaF3 tox	S1P4 antag	NPY1 pot ag	NPY-Y2 PAM-ag	Ba/F3 V617F tox	Runt-CBFb FRET	NPY Y1 blocker
O=C(Nc1cccnc1)Nc1cc(Cl)cc(Cl)c1	1.8	-47	-2	0	31	31	-3	-1	-9
COc1ccc(C(=O)C2CCCN(C(=O)c3cnsn3)C2)c(C)c1 (configuration not stated)	-0.6	-4	-1	8	-6	-9	-1	-1	.
CCCCNC(=O)CC1SC(=NCC)N(CC)C1=O (configuration not stated)	-1.0	-8	9	-1	-2	-9	4	2	3
Cc1ccc(N(CC(=O)NCCSc2ccccn2)S(=O)(=O)c2ccc(F)cc2)cc1	2.7	-12	5	-22	9	0	0	-1	-3
O=C1CCCc2oc3c(c21)CCCC3	0.1	3	7	4	-26	-7	6	-1	1
CC(=O)Cn1c(CN2CC(C)CC(C)C2)nc2c1c(=O)n(C)c(=O)n2C (configuration not stated)	2.2	-7	0	6	0	12	0	-3	9
CCN1CCN(C(=O)c2cc(COc3ccc4ncccc4c3)on2)CC1	-0.9	-9	6	-32	-3	19	1	0	1
CCOC(=O)N1CCN(C(=O)/C(=C\c2cccs2)NC(=O)c2cccs2)CC1	2.1	12	0	-2	11	15	-3	0	-9
CC(=O)CSc1nnc(C(F)(F)F)n1C	0.3	2	-5	-6	5	5	-3	5	.
CC(=O)NC(CC(=O)NC1CCCCC1)c1ccccc1 (configuration not stated)	3.5	0	1	-6	4	7	-1	2	-1
CSc1ccccc1NC(=S)Nc1cccc(C(F)(F)F)c1	-3.1	4	1	-7	-18	-7	-3	1	-3
CCn1c(NCc2ccccc2Cl)nc2ccccc21	0.2	-5	3	-15	-33	-13	1	-1	4
O=C(CCS(=O)(=O)c1ccc(Cl)cc1)N1CCN(c2ccccc2F)CC1	0.9	5	5	-24	10	2	-1	-2	1
Nc1nc(-n2cnnc2)nn1-c1ccccc1	0.0	-8	5	2	17	18	-3	-2	1
CCN1CCN(c2nc(-c3cccs3)nc3ccccc23)CC1	0.0	-6	3	-24	-14	-13	-4	0	10
CCc1noc2c1/C(=N\O)CC(c1ccccc1)C2 (configuration not stated)	0.9	-3	-1	10	-4	-9	3	0	2
C=CCOc1ccc(Cl)cc1C(=O)O	2.3	-5	3	12	-13	2	0	1	3
CC12CCC(C(=O)N(NC(=O)c3ccccc3O)C1=O)C2(C)C (configuration not stated)	4.4	-4	8	-8	-54	-16	7	0	11
Cc1ccccc1C(=O)c1cccn1CC(=O)O	0.1	4	6	-11	25	-4	2	1	0
CCn1c(SCC(=O)Nc2nc(C)c(C)s2)nnc1-c1ccco1	-1.1	0	5	9	-1	2	0	-2	-9
NC(=S)N/N=C/c1cccc(/C=N/NC(N)=S)c1	0.2	1	-1	12	9	-3	-5	0	.
O=C(CSc1nnc(COc2ccc(Cl)cc2)o1)N1c2ccccc2CCc2ccccc21	2.4	-7	46*	9	23	2	25*	-2	0
O=C(/C=C/Nc1ccc([N+](=O)[O-])cc1Br)c1cccc2ccccc12	-0.2	-1	11	-10	-17	-1	4	-87	0
O=C(Nc1nc(-c2ccccc2)cs1)C1c2ccccc2Oc2ccccc21	-1.4	-28	3	15	5	2	-1	1	-3
COc1ccc(Cl)cc1NC(=O)NC(C)c1ccncc1 (configuration not stated)	-0.4	0	5	-14	-21	-6	4	2	7

A draw from above in order of count of non-hydrogen atoms, low to high:
SMILES	S1P4 agonist	RBBP9 inh	BaF3 tox	S1P4 antag	NPY1 pot ag	NPY-Y2 PAM-ag	Ba/F3 V617F tox	Runt-CBFb FRET	NPY Y1 blocker
O=C1CCCc2oc3c(c21)CCCC3	0.1	3	7	4	-26	-7	6	-1	1
NC(=S)N/N=C/c1cccc(/C=N/NC(N)=S)c1	0.2	1	-1	12	9	-3	-5	0	.
CCCCNC(=O)CC1SC(=NCC)N(CC)C1=O (configuration not stated)	-1.0	-8	9	-1	-2	-9	4	2	3
CC12CCC(C(=O)N(NC(=O)c3ccccc3O)C1=O)C2(C)C (configuration not stated)	4.4	-4	8	-8	-54	-16	7	0	11
CCn1c(SCC(=O)Nc2nc(C)c(C)s2)nnc1-c1ccco1	-1.1	0	5	9	-1	2	0	-2	-9

Going on with the list:
SMILES	S1P4 agonist	RBBP9 inh	BaF3 tox	S1P4 antag	NPY1 pot ag	NPY-Y2 PAM-ag	Ba/F3 V617F tox	Runt-CBFb FRET	NPY Y1 blocker
Cc1cccc(/C(N)=N/OC(=O)COc2ccccc2Cl)c1	0.1	0	1	10	-28	6	-4	3	5
Cc1ccc2c(c1)NC(=O)C(N1CCOCC1)(C(F)(F)F)O2 (configuration not stated)	1.1	-2	3	-3	-2	5	0	-3	-1
CCS(=O)(=O)N1CCC(C(=O)NCCCN2CCN(c3ccccc3F)CC2)CC1	0.6	-1	5	-3	2	-3	3	-2	1
CC(=O)Nc1ccc(-c2csc(NC(=O)c3ccc(C)o3)n2)cc1	-2.1	-9	4	3	1	1	-1	2	10
CC(=O)SC(C)CC(=O)NCc1ccccc1 (configuration not stated)	0.4	2	0	-7	119*	54*	-2	0	-9
Cc1ccc(C(OCCN(C)C)c2cccc(C(F)(F)F)c2)cc1 (configuration not stated)	0.1	-5	0	0	16	8	-3	-3	2
Cc1[nH]cnc1CSCc1ccc(Cl)cc1	-5.4	8	-2	-24	6	-1	-3	-2	3
Cc1nc2sc(C(c3ccc(Cl)cc3)N3CC(C)OC(C)C3)c(O)n2n1 (configuration not stated)	1.2	-4	5	5	8	9	-1	-3	6
OCCN(Cc1ccccc1)Cc1ccccc1F	-0.8	-3	0	-19	-1	-8	0	0	-4
CC(C)COc1ccc(C(=O)OCCN2CCOCC2)cc1	2.3	-10	1	1	-6	0	3	-2	2
Cc1cc(NC(=O)CSc2nccn2C)n(-c2ccccc2)n1	0.1	-7	0	-9	2	8	2	3	.
O=C1CC(c2ccc(S(=O)(=O)Nc3cc(C(F)(F)F)cc(C(F)(F)F)c3)cc2)CN1 (configuration not stated)	-2.0	-5	3	-10	0	-1	0	-1	2
O=C(CNC(=O)c1ccc(-c2ccccc2)cc1)Nc1ccc(S(=O)(=O)Nc2ncccn2)cc1	-0.8	13	3	2	-14	3	-5	1	.
C=CCNC(=O)Nc1ccc(F)c(Cl)c1	0.2	-5	6	-19	-3	-1	0	1	-1
COc1ccc(-c2nn(-c3ccccc3)cc2/C=C/C(=O)OCC(=O)Nc2ccc(C#N)cc2)cc1	0.0	-5	-1	-8	-10	15	-3	-7	8
CCn1cc(CN2CCCC(C(=O)c3ccc(-c4ccccc4)c(F)c3)C2)cn1 (configuration not stated)	-0.7	-2	5	-5	5	-7	1	1	.
Cc1ccc(C(=O)Nc2nncs2)cc1S(=O)(=O)N1CCOCC1	0.5	0	3	-9	15	1	3	-1	1
CCOc1ccc(N2C(=O)CC(Sc3nccc(C)n3)C2=O)cc1 (configuration not stated)	-0.1	-4	6	-4	0	-4	0	2	-5
CC(SCCc1ccccn1)C(=O)O (configuration not stated)	-1.9	0	7	-2	9	-5	0	-1	-6
Nc1nc(SCc2ccc3c(c2)OCCO3)n[nH]1	0.5	-6	-1	-1	-24	0	-2	0	3
Cn1nccc1NC(=O)Nc1cccc(Cl)c1Cl	-1.2	-1	2	2	11	-8	4	2	.
COc1ccc(CN(C)Cc2nc3scc(-c4ccccc4)c3c(=O)[nH]2)cc1OC	1.5	-11	8	-16	-3	8	-1	-2	0
COc1ccc(CCNC(=O)CSc2nc(-c3ccco3)cc(C(F)(F)F)n2)cc1OC	-1.6	-10	7	-11	-18	-17	4	-2	0
Cc1cc(C(=O)OC(C(=O)Nc2cccc(C(F)(F)F)c2)c2ccccc2)c(C)o1 (configuration not stated)	0.7	-20	4	-15	-2	1	-2	1	2
CN(C)c1cccc(C(=O)OCc2cc(=O)oc3cc(O)ccc23)c1	-0.2	0	8	-6	-6	-21	5	85*	3
(listing goes on)
SMILES	S1P4 agonist	RBBP9 inh	BaF3 tox	S1P4 antag	NPY1 pot ag	NPY-Y2 PAM-ag	Ba/F3 V617F tox	Runt-CBFb FRET	NPY Y1 blocker
Cc1noc(NS(=O)(=O)c2ccc(NC(=O)Nc3ccc(Cl)c(Cl)c3)cc2)c1C	1.8	-3	1	-5	8	12	-4	-3	-2
O=[N+]([O-])c1ccc2nc(-c3ccccc3[N+](=O)[O-])[nH]c2c1	1.4	-8	7	-9	8	-8	0	-1	3
C=CCc1c(C)nc(C)nc1N/N=C/c1ccc([N+](=O)[O-])cc1	-0.1	7	1	-3	18	5	-4	-4	2
CC(C)(C)c1ccc(CN(Cc2ccccc2)C(c2ccccn2)c2nnnn2C(C)(C)C)cc1 (configuration not stated)	0.7	2	5	0	3	-10	0	-3	0
CC(Sc1ncnc2ccccc12)C(=O)Nc1ccc2c(c1)OCCO2 (configuration not stated)	2.1	-3	4	-14	1	2	-4	0	2
CCOC(=O)CC(C#N)c1c[nH]c2ccccc12 (configuration not stated)	-0.8	-10	6	-9	6	8	4	2	-2
CCCCOC(=O)C1[C@H]2C(=O)N(c3ccccc3CC)C[C@]23C=C[C@H]1O3 (some centres not stated)	1.6	11	6	2	-12	-1	0	-1	-2
O=C(O)CCC(=O)Nc1ccccc1C(=O)Nc1ccccc1	1.0	1	1	-10	11	3	-1	0	5
COCCCNC(=O)C1C2C=CC3(CN(Cc4ccc(C)cc4)C(=O)C13)O2 (configuration not stated)	0.6	-11	5	20	-1	0	4	0	-5
CCOC(=O)c1c(C)[nH]c(C(=O)COC(=O)CNC(=O)C2CCCCC2)c1C	1.3	0	1	-8	-15	3	-1	0	-9
COc1ccc(C(C(=O)NC2CCCC2)N(C(=O)c2snc(-c3ccc(F)cc3)c2N)c2ccccc2)cc1 (configuration not stated)	3.4	-2	-1	-7	9	-5	-2	-3	3
COC(=O)c1ccc2c(=O)n3c(nc2c1)SCC(c1ccccc1)=N3	-1.5	-2	1	-7	6	6	-2	29	1
Cc1ccc(CNC(=O)CN2CCC(C(N)=O)CC2)cc1	0.8	-2	1	-32	-8	12	-2	0	7
O=S(=O)(c1ccccc1)N1CCN(C(=S)NCCCN2CCOCC2)CC1	0.5	-5	4	-11	-18	-7	0	3	0
CCN1C(=O)N(C(C)=O)C2C1N(C(C)=O)C(=O)N2C(C)=O (configuration not stated)	-0.6	-6	9	-15	-10	-15	1	-2	5
Cn1cnc([N+](=O)[O-])c1Sc1ncccc1N	-2.8	-5	2	-11	11	-4	-2	6	0
C/C(=N\NC(=O)c1cccc(S(=O)(=O)N2CCCC2)c1)c1cccs1	1.2	-3	5	-3	-1	-2	0	0	7
CCCC(=O)c1ccc(N2CCN(S(=O)(=O)c3ccc(C)cc3)CC2)c(F)c1	1.5	-9	3	4	-20	-15	2	-1	-3
COc1ccc(-c2csc(NC(=S)NC(=O)c3ccccc3)n2)cc1Br	0.5	1	-4	-4	-5	1	-2	0	.
Cc1ccc(-c2nc(=S)c3c(n2Cc2ccco2)CCCC3)cc1	2.1	-18	6	6	-33	1	4	8	21*

From PubChem BioAssay
